RXFP1 ag: RXFP1 (human) receptor agonism. Potency, µM (titrated, usually from 57.5 µM), for inactives: at the top dose activation, hits mostly activators. Q9HBX9. HEK293T-RXFP1 cAMP TR-FRET, 30 min; response scale: percent of porcine relaxin response, buffer zero. 370,000 tested, 0.3% active; also: potency is read from the fitted curve at half-maximal effect; % is scaled to controls: 0 for no effect and ±100 for the full control effect; nearly all actives have a fitted effect of over 60% in size; many of its hits are not listed in these tables
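Agonist response is measured as cAMP accumulation in an RXFP1-transfected HEK293T line under PDE4 inhibition. Values are scaled between buffer-only and 29 nM porcine relaxin, and EC50s come from standard Hill equation fits.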
IDH1 R132H inh: inhibitors of human mutant IDH1 R132H; O75874; IDH1-R132H enzyme, NADPH consumption, diaphorase/resazurin fluorescence; Potency, µM (series often up to 76.6 µM), inactives show at the top dose activity change, negative = inhibition, usual class: inhibitors; 390,000 tested, 0.093% active; AID 602179; also: potency is read from the fitted curve at half-maximal effect; % is scaled to controls: 0 for no effect and ±100 for the full control effect; nearly all actives have a fitted effect of over 65% in size
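IDH1-R132H (0.5 ug/mL dispensed) in pH 7.5 Tris buffer was preincubated 30 min with compound, then given a substrate mix of 0.016 mM NADPH and 2 mM alpha-KG for 80 min at room temperature; remaining NADPH was read by diaphorase/resazurin fluorescence.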
Glioma ERSR ind: inducers of ER stress response in human glioma cells. U87-MG GRP78 promoter luciferase reporter, 16 h. AID 602332. 420,000 tested, 0.02% active. Potency, µM, without a hit: at the top dose activation, hits mostly activators; also: potency is read from the fitted curve at half-maximal effect; series mostly up to about 76 µM; % of control where 0% means no effect; nearly all actives have a fitted effect of over 35% in size
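ERSR induction read as luciferase luminescence (Bright-Glo, 10 min at room temperature) in stably transfected human U87-MG glioma cells exposed to compounds for 16 h, using GRP78 as sensor.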
Vif-APOBEC3G blk: Vif-A3G binding inhibition; 410,000 tested, 0.076% active; Q9HC16; Potency, µM (doses to about 46.1 µM), for inactives: at the highest dose activity, negative = active, usual class: inhibitors; HeLa A3G-eYFP + Vif (tagged APOBEC3G with the HIV-1 protein that degrades it), YFP fluorescence, overnight;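 also: potency is read from the fitted curve at half-maximal effect; % is scaled to controls: 0 for no effect and ±100 for the full control effect; nearly all actives have a fitted effect of over 60% in size; hits raise eYFP signal because A3G escapes Vif-driven loss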
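Read-out is eYFP fluorescence (Ex 488/Em 500-530) from Vif-expressing HeLa A3G-eYFP cells; more signal means A3G escaped Vif-mediated degradation. Cells plated overnight, compound pinned in, incubated overnight at 37 deg C.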
LDHA block: inhibitors of human lactate dehydrogenase A; P00338; purified LDHA, NADH/diaphorase-resazurin fluorescence; active compounds read low; activity change, % (values are at about 110 or 230 µM); 480,000 tested, 0.15% active; in the data active = activity change below about -30%; inconclusive = mostly about -25% to -30%;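 also: plate controls were DMSO wells for no effect and wells without enzyme for full effect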
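LDH5 2 nM; NADH 0.06 mM, pyruvate 0.2 mM; 200 mM Tris pH 7.4, EDTA, Tween-20; 5 min RT. Detection: diaphorase 0.133 mg/mL + resazurin 37 µM, fluorescence ex540/em590 at 0 and 20 min; normalized to enzyme-free and DMSO wells.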
PI4K2A inh: inhibitors of human PI4K2A; Q9BTU6; purified PI4K2A, ADP-Glo luminescence, 1 h; active compounds read low; activity change, negative = inhibition, % at 76.9 µM; 420,000 tested, 0.13% active; AID 1346378; in the data active = activity change below about -50%; inconclusive = mostly about -30% to -49%;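 also: -100% = wells without enzyme as full effect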
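ADP-Glo luminescence measured ADP generated by PI4K2A enzyme (4 ug/mL before mixing) with 1.2 mM PI substrate (pre-mix) and 300 microM ATP (pre-mix). Tris pH7.5 buffer with MgCl2, Triton X-100; 1 h reaction at ambient temperature.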
TrxR1 substrate: is turned over as a substrate by rat TrxR1; AID 588456; purified TrxR1 substrate turnover, NADPH consumption readout; Potency, µM (doses to about 114 µM), for inactives: top-dose activity change, negative = substrate turnover; O89049; 390,000 tested, 0.01% active; also: potency is read from the fitted curve at half-maximal effect; % is scaled to controls: 0 for no effect and ±100 for the full control effect; nearly all actives have a fitted effect of over 50% in size
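Rat TrxR1, dispensed at 90 nM, was prereduced with 400 uM NADPH (final) for 5 min at ~22 deg C, then incubated with compound 15 min before 400 uM selenite. A first-read NADPH fluorescence drop versus no-compound background flagged substrates.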
Vif-A3F inh: inhibitors of Vif-A3F interaction; HeLa A3F-eYFP + Vif (tagged APOBEC3F with the HIV-1 protein that degrades it), YFP fluorescence increase; Potency, µM (highest dose often 46.1 µM), for inactives: at the highest dose activity, negative = active; 390,000 tested, 0.2% active; AID 602313; also: potency is read from the fitted curve at half-maximal effect; % of control where 0% means no effect; nearly all actives have a fitted effect of over 65% in size
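Fluorescence increase (Ex 488/Em 500-530) after overnight compound treatment at 37 deg C flags inhibition of Vif-driven A3F-eYFP loss in stable HeLa A3F-eYFP/Vif cells seeded overnight beforehand.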
USP1-UAF1 inh: USP1/UAF1 (human) deubiquitinase inhibition. O94782. recombinant USP1/UAF1, Ub-Rhodamine cleavage fluorescence. Potency, µM (titrated, usually from 57.1 µM), for inactives: top-dose activity change, negative = inhibition, most hits filed as inhibitors. 390,000 tested, 0.23% active. AID 743255; also: potency is read from the fitted curve at half-maximal effect; % is scaled to controls: 0 for no effect and ±100 for the full control effect; nearly all actives have a fitted effect of over 60% in size; inactives centre near -12
Target sequence (O94782 whole entry, looked up): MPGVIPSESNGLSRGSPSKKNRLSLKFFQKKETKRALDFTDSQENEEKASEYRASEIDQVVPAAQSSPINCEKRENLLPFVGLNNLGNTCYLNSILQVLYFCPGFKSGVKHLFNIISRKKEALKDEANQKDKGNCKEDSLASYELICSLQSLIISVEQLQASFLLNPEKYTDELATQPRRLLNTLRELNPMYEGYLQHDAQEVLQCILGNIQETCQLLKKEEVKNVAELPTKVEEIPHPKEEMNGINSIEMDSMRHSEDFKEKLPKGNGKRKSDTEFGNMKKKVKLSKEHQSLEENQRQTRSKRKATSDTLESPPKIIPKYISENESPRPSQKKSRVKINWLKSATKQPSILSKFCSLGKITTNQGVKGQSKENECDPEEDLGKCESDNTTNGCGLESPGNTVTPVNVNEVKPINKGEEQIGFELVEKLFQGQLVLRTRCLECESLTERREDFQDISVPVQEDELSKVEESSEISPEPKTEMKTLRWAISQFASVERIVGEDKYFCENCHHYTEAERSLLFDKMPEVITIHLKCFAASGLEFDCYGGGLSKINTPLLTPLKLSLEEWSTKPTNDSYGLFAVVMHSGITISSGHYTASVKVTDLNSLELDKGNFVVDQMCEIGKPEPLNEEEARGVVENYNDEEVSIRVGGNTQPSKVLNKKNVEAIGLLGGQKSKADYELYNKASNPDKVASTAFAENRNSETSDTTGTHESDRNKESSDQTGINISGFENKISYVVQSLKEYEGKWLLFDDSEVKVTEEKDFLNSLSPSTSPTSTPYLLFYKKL
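In this screen, compounds sit with the deubiquitinase complex (1nM) for 15 min at room temperature before Ub-Rho is added at 150nM final. Fluorescence rise is then followed for 6 reads every 60 seconds.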
An asterisk follows results filed as active; ? = inconclusive; nt = not tested or not shown; & = joins results of further samples; [ ] = another dose, or the depositor's remark. Unless noted, calls follow the shape of the dose curve; as a rule, active = well fitted curve in the direction sought with a large enough effect; inconclusive = small, poorly fitted or top-dose-only effect, or another doubt; inactive = no such curve, though single readings can be large; an effect the other way counts as inactive or inconclusive. This is a subset, so the mix of outcomes need not match the whole.

SMILES	RXFP1 ag	IDH1 R132H inh	Glioma ERSR ind	Vif-APOBEC3G blk	LDHA block	PI4K2A inh	TrxR1 substrate	Vif-A3F inh	USP1-UAF1 inh
O=C1NCC2(CCN(CCc3ccccc3)CC2)O1	-4.1%	4%	-3%&-5%&-3%&-5%	-2%	-8	-2&4&1	9%[57.1 µM]	4%	-23%
CCCOc1ccccc1-c1nc2n[nH]nc2c(=O)[nH]1	nt	9%	-6%&-5%&-2%&-2%&-3%&-2%&-3%	3%	-6	-1&4&1	14%[57.1 µM]	5%	-29%
N=C(N=C(N)N)N1CCOCC1	0.4%	0%	3%&-2%	-1%	-8	1&2	4%	6%	-12%
CC1(C)OC2CC3C4CC(F)C5=CC(=O)C=CC5(C)C4(F)C(O)CC3(C)C2(C(=O)CO)O1 (stereo unspecified)	-1.8%	6%	0%	-11%	5	3	0%	8%	-18%
O=c1cc[nH]c(=O)[nH]1	0.9%	-11%	-2%&-6%	-2%	-9	9&-1	-5%	5%	-7%
CC(=O)[C@H]1CC[C@H]2[C@@H]3C[C@H](C)C4=CC(=O)CC[C@]4(C)[C@H]3[C@@H](O)C[C@]12C	1.6%	3%	-3%	-5%	1	-5&3	3%	8%	?
CC1=NN(c2ccccc2)C(=O)C1	-2.9%	6%	-3%&-2%&-5%&-4%&-2%	-2%	-4	?	3%	6%	-25%
C[C@H](CCC(=O)O)[C@H]1CC[C@H]2[C@@H]3[C@@H](O)C[C@@H]4C[C@H](O)CC[C@]4(C)[C@H]3CC[C@]12C	-2.4%	-11%	0%	0%	1	-3	-4%	3%	-24%
NC(=O)NC(CCC(=O)O)C(=O)O (stereo unspecified)	nt	4%	-4%&-4%	-1%	-3	-6	-1%	0%	7%
CN(C)C/C=C(/c1ccc(Br)cc1)c1cccnc1	nt	-2%	-3%&0%&0%	-2%	2	-2&2&-4	5%[57.1 µM]	5%	12%
CCOc1ccc(S(=O)(=O)N2CCCCCC2)c2ccccc12	4.7%	11%	0%	0%	1	-3	-4%	0%	-17%
Cc1nc2c3ccccc3nc(NNC(=O)CCC(=O)N3CCN(c4ccccc4)CC3)n2n1	11%&10%	-7%&21%	3%&-3%	0%&3%	-11&-4	-1&0	2%&1%	-8%&-1%	-16%&-4%
O=C(O)COC(=O)Cc1ccccc1Nc1c(Cl)cccc1Cl	-1.1%	-7%	-5%&-1%	-10%	-8	0&0	5%	0%	-29%
C[C@H]1c2cccc(O)c2C(=O)C2C(=O)C3(O)C(=O)C(C(N)=O)C(=O)[C@@H](N(C)C)[C@@H]3[C@@H](O)[C@@H]21 (stereo partly specified)	nt	20%	-2%	1%	10	-3	-7%	3%	-27%
O=C1N(c2ccccc2)c2ccccc2C1(Cc1ccncc1)Cc1ccncc1	-0.3%	-3%	-3%&-4%&-3%&-4%	-2%	-7	4&2&-3	4%[57.1 µM]	5%	19%
COc1ccccc1OCC(O)COC(N)=O (stereo unspecified)	1.6%	16%	3%&-5%	1%	-7	1&2	8%	-1%	-20%
COc1ccc(C(=O)Nc2nc3ccccc3n2CCOc2ccc(Cl)cc2)cc1	1.3%	0%	-1%	1%	1	-1	7%	1%	?
CCCCC1CCC(CCCC(C)CCC(=O)O)CC1 (stereo unspecified)	-1.4%	-6%	-1%	2%	-7	-2	-8%	-5%	?
CCOC(=O)C1(CCOc2ccccc2)CCN(Cc2ccc(O)c(Cl)c2)CC1	2.1%	-7%	-6%	-1%	1	1	1%	8%	-22%
Nc1ccc(C(=O)Nc2ccccc2N)cc1	2.2%	-4%	?	7%	-11	6&4	-1%	?	0%
COc1cccc(CCc2ccccc2OCC(CN(C)C)OC(=O)CCC(=O)O)c1 (stereo unspecified)	nt	nt	-4%&-3%	4%	2	2	4%	nt	nt
CCCCCCCCO	1.2%	1%	-3%	0%	-4	-2	9%	2%	-20%
COc1c(O)cc2c(c1O)C1OC(CO)C(O)C(O)C1OC2=O (stereo unspecified)	0.2%	3%	-2%	0%	-7	-2	6%	-4%	-22%
Cc1coc2c1C(=O)C(=O)c1c-2ccc2c1CCCC2(C)C	-0.4%	10%	0%&-2%&-4%	-1%	15	-22	-5%[57.1 µM]	-8%	?
c1ccc2c(CC3=NCCN3)cccc2c1	1.7%	12%	-2%&-3%&-5%&-4%&-4%	0%	-3	-1&1	3%	1%	?
Cc1c(C(=O)O)c(O)cc2c1C(=O)c1c(O)c([C@H]3O[C@H](CO)[C@@H](O)[C@H](O)[C@H]3O)c(O)c(O)c1C2=O	nt	nt	-7%&-8%&-5%	3%	15	nt	-16%	nt	nt
Cc1oc(-c2cccc(Cl)c2)nc1Cn1c(SCc2ccccc2F)nc2ccncc21	2.6%	-10%	2%	7%	-2	-2	5%	4%	-17%
CNC(=O)c1ccc(CSc2nc3ccncc3n2Cc2ccc(C)cc2)cc1	3.6%	-5%	-3%	-5%	-3	-1	-3%	-4%	-23%
C/C=C/C=N\NC(=O)c1ccncc1	0.7%	-6%	-1%	-4%	-20	-3	-5%	9%	3%
COc1ccc(CN(CCN(C)C)c2ccccn2)cc1	4.7%&0.8%	0%&28%&-9%	0%&-4%&-4%&-1%&-3%&-3%&-3%&-4%	1%&-2%&0%	1&-12&-7	-5&3&5&5&1	4%	0%&2%&6%	-18%&-19%&-15%

Given in CSV form: part of the list above
Compound,RXFP1 ag,IDH1 R132H inh,Glioma ERSR ind,Vif-APOBEC3G blk,LDHA block,PI4K2A inh,TrxR1 substrate,Vif-A3F inh,USP1-UAF1 inh
COc1cccc(CCc2ccccc2OCC(CN(C)C)OC(=O)CCC(=O)O)c1 (stereo unspecified),nt,nt,-4%&-3%,4%,2,2,4%,nt,nt
CCCCCCCCO,1.2%,1%,-3%,0%,-4,-2,9%,2%,-20%
COc1c(O)cc2c(c1O)C1OC(CO)C(O)C(O)C1OC2=O (stereo unspecified),0.2%,3%,-2%,0%,-7,-2,6%,-4%,-22%
Cc1coc2c1C(=O)C(=O)c1c-2ccc2c1CCCC2(C)C,-0.4%,10%,0%&-2%&-4%,-1%,15,-22,-5%[57.1 µM],-8%,?
c1ccc2c(CC3=NCCN3)cccc2c1,1.7%,12%,-2%&-3%&-5%&-4%&-4%,0%,-3,-1&1,3%,1%,?
Cc1c(C(=O)O)c(O)cc2c1C(=O)c1c(O)c([C@H]3O[C@H](CO)[C@@H](O)[C@H](O)[C@H]3O)c(O)c(O)c1C2=O,nt,nt,-7%&-8%&-5%,3%,15,nt,-16%,nt,nt
Cc1oc(-c2cccc(Cl)c2)nc1Cn1c(SCc2ccccc2F)nc2ccncc21,2.6%,-10%,2%,7%,-2,-2,5%,4%,-17%

New compounds follow:
SMILES	RXFP1 ag	IDH1 R132H inh	Glioma ERSR ind	Vif-APOBEC3G blk	LDHA block	PI4K2A inh	TrxR1 substrate	Vif-A3F inh	USP1-UAF1 inh
CN1CCC(=C2c3ccccc3CCc3sccc32)CC1	0.2%	22%	-3%&-6%&-4%&-4%	2%	-6	-2&2	4%	-1%	-18%
NS(=O)(=O)c1cc2c(cc1C(F)(F)F)NC(Cc1ccccc1)NS2(=O)=O (stereo unspecified)	0.9%	9%	-1%&-4%	0%	-1	2&3	-2%	3%	-18%
CCC[C@H](N[C@@H](C)C(=O)N1[C@H](C(=O)O)C[C@@H]2CCCC[C@@H]21)C(=O)OCC	-0.6%	-3%	-2%	2%	-12	-1&0	7%	-1%	-21%
CC(C)=CC(=O)O[C@@H]1Cc2cc3ccc(=O)oc3cc2OC1(C)C	-0.7%	-7%	-3%	3%	-4	-2	31%[activator][57.1 µM]	4%	-14%
Cc1nn(CC(=O)NCCc2ccccc2)c(=O)c2c1sc1ccccc12	-1.0%	-3%	-2%	0%	-5	0	-1%	-18%	-4%
Cc1nnc(NS(=O)(=O)c2ccc(N)cc2)s1	1.5%	-7%	-1%&-5%&1%&-3%	1%	-9	1&1	-1%	0%	?
CC1=C(C(=O)O)N2C(=O)[C@@H](NC(=O)[C@H](N)c3ccc(O)cc3)[C@H]2SC1	nt	4%	-1%	0%	-10	-1&-4	5%	-2%	-6%
Cc1onc(-c2ccccc2Cl)c1C(=O)N[C@@H]1C(=O)N2[C@@H]1SC(C)(C)[C@@H]2C(=O)O	3.7%	3%&8%	-3%&2%	-2%&-1%	-5&-6	-15&-2&-4	-4%&-2%	0%&6%	15%&1%
CC(C)(CO)[C@@H](O)C(=O)NCCC(=O)O	-0.5%	26%	-3%&-4%	-3%	-7	3	0%	-6%	-11%

Compound activity from PubChem.
